From PubChem BioAssay
Growth percent in the NCI-60 one-dose screen (48 h, 10 µM unless noted): 100 = growth as untreated, 0 = no growth, -100 = all killed.
HL-60(TB) = HL-60(TB) leukemia cells; 9% of 78,000 active; active means growth percent below 10
Numbers without * were called inactive; & = joins results of further samples; [ ] = another dose, or the depositor's remark. Some of the compounds tested. The share of hits here may be higher or lower than overall.

SMILES	HL-60(TB)
CCc1c(C(=O)N[C@H]2c3cc(Cl)ccc3CC[C@@H]2O)[nH]c(C)c1C(C)=O	88.5
C=CC(=O)Nc1cccc(Oc2nccc(Nc3nnc(C4CC4)s3)n2)c1	78.0
Nc1ccccc1C#Cc1ccccc1C#Cc1ccc(OCCCCCCOc2ccc(C#Cc3ccccc3C#Cc3ccccc3N)cc2)cc1	109.8
O=C(Nc1ccccc1)Nc1ncnc2c1ncn2-c1ccncc1	104.2
N#C/C(=C/NC(=S)N=Nc1c(O)[nH]c2ccccc12)C(N)=O	98.9
CCOC(=O)/C(O)=C(\C#N)c1ccc(C)cc1C	105.8
O=C1C(O)CCN1Cc1ccccc1 (configuration not stated)	109.4
O=C(N/N=C/c1ccc(/C=N/NC(=O)c2cc(O)c(O)c(O)c2)cc1)c1cc(O)c(O)c(O)c1	99.5
CNc1ccccc1O	85.2
O=C(CCN1CCCCC1)c1ccc(Cl)cc1	110.9
CC(=O)OCCC(OC(C)=O)c1ccccc1 (configuration not stated)	78.9
CC1(C)O[C@H]2OC(Cn3cc(COc4ccc5ccc(=O)oc5c4)nn3)[C@@H](OCc3ccccc3)[C@H]2O1 (some centres not stated)	72.2
O=C(Nc1ccc(Br)cc1)Nc1ccc(F)c(C(=O)c2c[nH]c3ncccc23)c1F	111.8
Cc1cccnc1NC(=S)Nc1ncccc1C	135.5
CCOc1c(C#N)c(Nc2ccc(S(N)(=O)=O)cc2)c(C#N)c2nnc(Nc3ccccc3)n12	110.1
O=C(O)/C=C/c1ccccc1	117.5&88.6
CCN(CC)CCn1c(O)c(N=Nc2ccc(S(N)(=O)=O)cc2)c2ccccc21	98.5
N#CCCNc1ccc(NCCC#N)c2c1C(=O)c1c(O)ccc(O)c1C2=O	91.8
Cc1ccc(NC(=O)N[C@@H](Cc2cc(F)cc(F)c2)C(=O)N[C@@H]2C(=O)N3CCC[C@H]3C(=O)N3CCOC[C@H]3C(=O)N[C@@H](C)C(=O)N3C[C@H](C)C[C@H]3C(=O)O[C@H]2C)cc1	14.5
CCCCn1c(=O)c(C2=NC(c3ccc(Cl)cc3)=C2)cc2ccc(Cl)cc21	100.6
COCCc1sc[n+](Cc2cnc(C)nc2N)c1C	110.0
O=C1S/C(=C\c2ccccc2Cl)C(=O)N1Cc1cc2ccccc2nc1Cl	99.3
COC(=O)[C@]12CCC(C)(C)C[C@H]1C1=CC[C@@H]3[C@@]4(C)Cc5c(n(CC#CCN6CCN(C)CC6)c6ccccc56)C(C)(C)[C@@H]4CC[C@@]3(C)[C@]1(C)CC2	73.1
COc1ccc(/C=C(/C(=O)c2ccc(Cl)cc2)C(=O)C(F)(F)F)cc1OC	85.6
COc1cc(/C=N/NC(=O)Cn2c(C(C)C)nc3ccccc32)ccc1OCc1ccccc1	99.1
Later entries:
SMILES	HL-60(TB)
Nc1ccc2ccccc2c1N=Nc1ccc(/C=C/c2ccc(N=Nc3c(N)ccc4ccccc34)cc2S(=O)(=O)O)c(S(=O)(=O)O)c1	84.2
COc1ccc(CN2[C@H](C)C=C[C@H](C(C)C)N(Cc3ccccc3)S2(=O)=O)cc1	119.4[1.25 µM]
Cn1c(SCC(=O)c2ccccc2)nc2ccccc2c1=O	89.7
CC(=O)OC[C@]12CCC(C)(C)C[C@H]1[C@@H]1NCC[C@@H]3[C@@]4(C)CCCNC(C)(C)[C@@H]4CC[C@@]3(C)[C@]1(C)CC2	71.1
COc1cc(-c2nn(C(C)(C)C)cc2-c2ccnc(NCCCNS(=O)(=O)c3ccc(Cl)cc3)n2)ccc1F	65.0
Cn1cc(-c2[nH]c3cc(NC(=O)[C@H](N)C4CCCCC4)cc4c3c2C=NNC4=O)cn1	-55.8*
CCOc1nc(-c2ccccc2)cc2c(O)c(C(=O)O)[nH]c(=O)c12	119.9
COc1ccc(/C(C)=C(/c2ccc(OCCCN(C)C)cc2)c2ccc(OC(=O)c3ccccc3)cc2)cc1	62.8
O=C(Cn1cc(C2CC2)nn1)Nc1nc(-c2ccc(Br)cc2)cs1	110.5
COc1ccc(NC(=O)CSc2nnc(-c3ccc(Cl)cc3)n2-c2ccccc2)cc1	91.9
CCCC(O)Cn1ncc(C(=O)OCC)c1NC(=O)NCc1cccc(C(F)(F)F)c1 (configuration not stated)	71.2
O=C(O)c1cccc(Oc2ccc(C(=O)O)c([N+](=O)[O-])c2)c1	105.5
CC(=O)Nc1ccc(Br)cc1C	104.9
O=C(CC(c1ccccc1)c1cccc2ccccc12)c1ccccc1 (configuration not stated)	90.5
COc1ccc(-c2ccc(NC(=O)Nc3cccc(C(F)(F)F)c3)c(C)n2)cc1OC	61.1
CC(C)c1cccc(O)c1	117.4
COc1coc(CO)cc1=O	100.5
C#CCOc1ccc(C(Nc2ccc(Cl)cc2)c2nnnn2C2CCCCC2)cc1OC (configuration not stated)	86.7
CCCCCCCCCCCCCCCCCC(=O)OCCCCCCCCCCCCC	111.8
CC1=C(C#N)c2nc3cccnc3c(=O)n2[C@]1(C)O	101.1
O=C(NC(Cc1ccccc1)C(=O)O)C(Cl)Cl (configuration not stated)	100.8
CC(=O)OC[C@H]1O[C@@H](OC[C@H]2O[C@@H](OC(=O)[C@@]34CC[C@]5(C)C(=CC[C@@H]6[C@@]7(C)CC[C@@H](O)C(C)(C)[C@@H]7CC[C@]65C)[C@H]3CC(C)(C)C(=O)C4)[C@H](O)[C@@H](O)[C@@H]2O)[C@H](O)[C@@H](O)[C@@H]1OC1OC(C)C(O)C(O)C1O (some centres not stated)	75.3
Cn1ccnc1C(=O)/C=C/c1ccc(NC(=O)c2c(F)c(F)c(F)c(F)c2F)cc1	78.3
OC1c2ccccc2-c2ccc(N(Cc3ccc(Br)cc3)Cc3ccc(Br)cc3)cc21 (configuration not stated)	34.8
CCOC(=O)/C=C/c1sc(-c2ccc(F)cc2)cc1N	84.8

Reformatted as labelled records: 2 of the compounds above.
SMILES: OC1c2ccccc2-c2ccc(N(Cc3ccc(Br)cc3)Cc3ccc(Br)cc3)cc21 (configuration not stated)
  HL-60(TB) = 34.8

SMILES: CCOC(=O)/C=C/c1sc(-c2ccc(F)cc2)cc1N
  HL-60(TB) = 84.8

New compounds follow
SMILES	HL-60(TB)
BrCCc1ccccc1	101.0
Cc1ccc(NC(=O)C(F)(F)F)cc1	104.2
C#CCOc1ccc(/C=C2/SC(=S)NC2=O)cc1OC	92.6
NC(=O)c1cnc2ccc(C(=O)/C=C/c3ccc(Cl)cc3)cc2c1Nc1ccc(Cl)cc1	116.4
CC1=CC(C)(C)NC(=S)N1c1ccccc1C	67.4
c1ccc(C(CN2CCCCC2)Oc2ccccn2)cc1 (configuration not stated)	99.8
CCOc1nc(-c2ccccc2)cc2c(O)c(C(=O)NN)[nH]c(=O)c12	151.2
COC1CC(OS(=O)(=O)c2ccc(C)cc2)C(O)C(C)O1 (configuration not stated)	120.7
O=C(O)/C=C\C(=O)Nc1ccc(N=Nc2ccc([N+](=O)[O-])cc2)cc1	85.5
COc1cc(-n2cc(COc3ncnc4c3cnn4-c3ccccc3)nn2)cc(OC)c1OC	103.9
COc1cc(C)c(Br)cc1Br	118.1
O=[N+]([O-])/C=C/c1ccc(O)cc1	89.4
COc1ccc(/C=N/C2=C(C#N)C(c3ccccc3[N+](=O)[O-])c3ccc4ccccc4c3O2)cc1 (configuration not stated)	100.4
O=C(CN1CCOCC1)Nc1nc2c(s1)Nc1ccccc1NC2=O	86.8
O=C(Cc1nc2cc(Cl)c(Cl)cc2nc1CC(=O)c1ccccc1)c1ccccc1	29.7
Cc1ccc(NC(=O)N2NC(c3ccc(Cl)cc3)C=C2c2ccccc2)cc1 (configuration not stated)	101.6
CCOC(=O)c1noc2c1CCc1c-2cn(Cc2ccc(OC)c(N)c2)c1-c1ccccc1	93.5
COc1ccc2nc(-c3ccc(-c4noc(-c5ccc(C)cc5)n4)cc3)[nH]c2c1	85.4
Cc1sc2nc(NCc3ccccc3Cl)[nH]c(=O)c2c1C	75.1
COc1cc(NC(=O)CSc2nc3ccccc3c(=O)n2-c2ccc(F)cc2)cc(OC)c1OC	91.6
CN(C)c1ccc(/C=N/NC(=O)c2ccc(OCc3nc4ccc(Cl)cc4[nH]3)cc2)cc1	101.5
CCCN(CC)c1ncnc2[nH]ncc12	90.8
Cc1ccc(C(=O)N2CCN(C)CC2)cc1C#Cc1cnc2cccnn12	101.0
c1ccc(C2OCCOC2c2ccccc2)cc1 (configuration not stated)	92.6
COc1c(O[C@@H]2OC[C@@H](O)[C@H](O)C2O)cc2oc3cc(O[C@@H]4OC[C@@H](O)[C@H](O)C4O)c(CC=C(C)C)c(O)c3c(=O)c2c1CC=C(C)C (some centres not stated)	98.7
Following part.
SMILES	HL-60(TB)
Nc1nc(Cl)c(Cl)nc1C(=O)O	100.2
NC(=S)N/N=C/c1ccc(Cl)cc1	103.4
CC1(C)CC(O)(Cc2ccccc2)C(C)(O)c2ccccc21 (configuration not stated)	142.2
N#Cc1ccc(NC(=O)NN2CCCCCC2)cc1	82.2&105.1
COc1ccc(S(=O)(=O)NC(=O)NC2C(O)OC(CO)C(O)C2O)cc1 (configuration not stated)	92.7
O=C(Nc1cccc(-n2cc(-c3ccncc3)c(-c3ccc(Cl)c(O)c3)n2)c1)Nc1ccc(Cl)c(Cl)c1	-7.0*
Nc1nc(N)c2c(n1)NC(c1ccc(Cl)cc1)CC(c1ccc(Nc3nc(NCCO)nc(N4CCOCC4)n3)cc1)=N2 (configuration not stated)	27.0
Nc1[nH]c(=O)ncc1-c1ccc([N+](=O)[O-])cc1	100.8
Nc1nc(N)c2nc(CO)cnc2n1	122.1
N#Cc1cnn(-c2cccc(Cl)c2)c1-n1cccc1	93.6
c1nc2c3c(n1)ncn3CCS2	108.0
O=C1NC(=O)/C(=C\c2ccncc2)N1	118.9
N#C/C(=C/c1ccc(O)c(O)c1)C(N)=O	103.5
c1ccc2oc(-c3cnc4nonc4n3)cc2c1	90.9
C[C@@H](C[C@H](CCOCc1cccnc1)c1ccccc1)c1ccoc1	100.4
O=C1Nc2ccccc2S/C1=C/c1ccccc1	97.6
COc1ccc(NC(=O)NN2C(=O)c3ccccc3N(C)C2c2ccc(OC)cc2)cc1 (configuration not stated)	101.0
CCCSc1nc(NCCc2c[nH]c3ccccc23)c(C#N)c(-c2ccc(F)cc2)n1	54.2
C=CCOC1=C(c2ccccc2)[C@H](CCCCC)N(CC=C)C1=O	93.1
O=C1CCCc2nc(Nc3ccc(S(=O)(=O)Nc4ccc([N+](=O)[O-])cc4)cc3)ncc21	110.4
COc1cc(/C=C2/C(=O)Nc3ccc(Cl)cc32)ccc1O	76.9
Cn1cc(NC(=O)Nc2cc(C(=O)O)n(C)c2)cc1C(=O)O	90.1
O=C(CNc1ccccn1)Nc1ccccn1	101.7
O=C(NNC(=O)c1ccc(-n2cc(-c3ccccc3)nn2)cc1)Nc1cccc2ccccc12	100.4
Clc1ccc(-c2ccc(CNCC3CCNCC3)o2)c(-c2ccccc2)c1	-62.3*

Looked up above:
In HL-60(TB), `N#C/C(=C/c1ccc(O)c(O)c1)C(N)=O` reads 103.5
In HL-60(TB), `Nc1ccccc1C#Cc1ccccc1C#Cc1ccc(OCCCCCCOc2ccc(C#Cc3ccccc3C#Cc3ccccc3N)cc2)cc1` reads 109.8
In HL-60(TB), `COc1ccc(/C(C)=C(/c2ccc(OCCCN(C)C)cc2)c2ccc(OC(=O)c3ccccc3)cc2)cc1` reads 62.8
In HL-60(TB), `COc1cc(NC(=O)CSc2nc3ccccc3c(=O)n2-c2ccc(F)cc2)cc(OC)c1OC` reads 91.6
In HL-60(TB), `CC(=O)OCCC(OC(C)=O)c1ccccc1` (configuration not stated) reads 78.9
In HL-60(TB), `O=C(Cc1nc2cc(Cl)c(Cl)cc2nc1CC(=O)c1ccccc1)c1ccccc1` reads 29.7
In HL-60(TB), `N#C/C(=C/NC(=S)N=Nc1c(O)[nH]c2ccccc12)C(N)=O` reads 98.9

More records.
SMILES	HL-60(TB)
CCC1(CC)SC(N)=NC1=O	80.9
O=C(NCCc1ccccc1)C1CCC(=O)N1Cc1ccc(Br)cc1 (configuration not stated)	89.0
CCOC(=O)CC(=O)CC(=O)OCC	95.3
Cn1c2c(c3ccc(Cl)c(Cl)c31)C(C#N)C(C)(C)NC2=O (configuration not stated)	69.3
COCCOC(C)C(/C=N/NC(N)=S)=N/NC(N)=S (configuration not stated)	81.6
CC(=O)N(C)c1ccccc1C	95.7
COc1cc(-c2c3c(nn2Cc2ccccc2)CCc2cnoc2-3)cc(OC)c1OC	93.5
CCCOCC(O)CN1CCN(c2ccccc2)CC1 (configuration not stated)	107.3
Fc1cccc(C2CC(c3ccccc3Cl)=NN2c2ccc(-c3ccccc3)nn2)c1 (configuration not stated)	96.1
O=C(Nc1ccc(CN2CCc3nc4cc(O)c(O)cc4cc32)cc1)c1ccc(Cl)c(Cl)c1	114.0
CCOC(=O)CCOc1ccccc1N	73.6
Cc1nc2ccccc2c(=O)n1-c1nccs1	104.1
Cc1ccc(-c2nn(-c3ccccc3)cc2C=C2C(=O)ON=C2C(C)C)cc1	-37.7*
N#Cc1c(Oc2ccc(Cl)cc2)nc2n(c1=O)-c1ccccc1Sc1ccccc1-2	70.5
CCOC(=O)c1ccc(NC(=O)CN2CCOCC2)cc1	66.3
C=C(C)C(=O)N1c2ccc(OC)cc2CC1C(=O)OCC (configuration not stated)	93.0
Oc1ccccc1/C=N/Nc1ccc2ccccc2n1	-8.1*
C=C(C)[C@@H]1CC[C@]2(C(=O)O)CC[C@]3(C)[C@H](CC[C@@H]4[C@@]5(C)C[C@@H](CC#Cc6ccc(N)cc6)[C@H](O)C(C)(C)[C@@H]5CC[C@]43C)[C@@H]12	77.6
CNCc1cccc2c1OCCOCCOCCN(C)S(=O)(=O)c1ccc(cc1)-c1cnc(N)c(n1)C(=O)N2	-37.0*
COc1ccc(C2SCC(=O)N2NC(=O)c2ccc(NC(=O)c3ccccn3)cc2)cc1OC (configuration not stated)	109.8
C[C@@]1(O)c2ccccc2N2C(=O)C(=O)N3[C@H](c4cccnc4)[C@@]45C=C[C@@]23[C@H]1[C@@H]4CC(=O)N5	101.2
O=C(O)CNC(=O)CCl	97.9
CN1CCN(c2cccc3c2C[C@H](CN2CCC[C@H]4CCc5cccnc5[C@H]42)NC3)CC1	67.4
O=C1Oc2ccccc2C(=O)/C1=C/N1C(=O)N/C(=C\c2ccccc2Br)C1=O	101.0
N#CCC(C(=O)c1cccnc1)c1ccccc1 (configuration not stated)	96.5
CCCCCCCCCCCCCCCC[N+](C)(C)CCCNS(=O)(=O)c1ccccc1	84.4
COc1ccc2c(c1)oc1c3[nH]c4ccccc4c3c3c(c21)C(=O)N(O)C3=O	53.3
